S3 lipid droplet: qHTS Assay for Lipid Storage Modulators in Drosophila S3 Cells | Drosophila S3 cells, BODIPY lipid droplet fluorescence, 18-24 h; cells fed with added oleic acid | Potency in µM for hits, for the others lipid storage change, negative = inhibition, % at the top dose, mostly 46.1 µM | hit rate 0.64% among 320,000; active = well fitted inhibition curve with a large enough effect in the signal ratio, with a control signal flat, not every such curve was filed as active; inconclusive = small, poorly fitted or top-dose-only effect, or effect the other way, or a change in a side signal; the % refers to the signal ratio
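Laser-scanning cytometry quantifies lipid droplet accumulation (500–530 nm total intensity; droplet/cell object ratio) in oleic acid-fed (400 uM added) Drosophila S3 cells treated with a concentration series. 20 uM Triacsin C defined 100% inhibition.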
S3 lipid droplet cell count max: also measured in S3 lipid droplet; calls as there; cell number change, %; measured here: cell count max response;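 cells counted by Cell Tracker Red CMTPX staining in the red channel; peak over a dose series mostly up to 46.1 µM; percent activity relative to internal control wells on each plate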
Active calls of the source: *; i = inactive; ? = inconclusive; nt = no result given. % is scaled to controls: 0 for no effect and ±100 for the full control effect; potency is read from the fitted curve at half-maximal effect. Only part of the results is shown (hit frequency here may not be typical).

S3 lipid droplet	S3 lipid droplet cell count max	SMILES
12%	-4	CCCCN=C1NN=C(c2cc3ccccc3o2)CS1
?	nt	CC(OC(=O)CNC(=O)c1ccc(Br)cc1)C(=O)NC1CCCCC1C (stereo not given)
?	nt	CCN(CC)CCNC(=O)CCc1c(C)nc2c(c(C)nn2-c2ccc(C)cc2)c1C
?	nt	COc1cc(S(=O)(=O)Nc2cccc(C)c2)ccc1NC(=O)c1ccncc1
?	nt	CCn1c(O)c(/C=C2\C=NN=C2c2ccc(C)cc2)sc1=S
?	nt	O=C(Cn1c2ccccc2c2nc3n(c(=O)c21)CCS3)Nc1ccccc1
?	nt	O=C(Nc1cc(S(=O)(=O)N2CCOCC2)ccc1N1CCOCC1)c1cc2c(s1)CCC2
1%	1	COc1ccc(N(C(C)C(=O)N/N=C/c2cc(Br)c(C)o2)S(C)(=O)=O)cc1 (stereo not given)
-10%	-8	O=C(CCCCCn1c(=O)[nH]c2ccsc2c1=O)N1CCCCC1
?	nt	CCN(c1ccccc1)S(=O)(=O)c1ccc(Cl)c(NC(=O)COC(=O)c2cccc(OC)c2O)c1
-6%	1	CCNC(=S)N1CCN(CCN=CC2=C(O)CC(C)(C)CC2=O)CC1
i	nt	Cc1ccc(S(=O)(=O)C2(C(=O)Nc3nccs3)CC2)cc1
?	nt	OCc1ccccc1N=Cc1cccnc1
23%	-1	O=C(c1cc(-c2ccccc2)on1)N1CCN(c2ccccc2)CC1
1%	0	O=C(CCC1CCCC1)Nc1ccc(OCC(=O)N2CCOCC2)cc1
?	nt	Cc1cc(=O)oc2cc(OCC(=O)N3CCN(c4ccc(F)cc4)CC3)c(Cl)cc12
?	nt	CCOC(=O)c1sc(NC(=O)C2CCC2)cc1C
i	27	CN1CCN(C(=O)/C(=C/c2cn(C)c3ccccc23)NC(=O)c2ccccc2)CC1
?	nt	CN(C)c1cc[n+](CC(=O)Nc2ccc(Oc3ccccc3)cc2)cc1
?	nt	CN(C)S(=O)(=O)c1cccc(NC(=O)c2cc(-c3cccs3)nn2-c2ccccc2)c1

An excerpt of these results, as tab-separated lines:
structure	S3 lipid droplet	S3 lipid droplet cell count max
OCc1ccccc1N=Cc1cccnc1	?	nt
O=C(CCC1CCCC1)Nc1ccc(OCC(=O)N2CCOCC2)cc1	1%	0

Additional structures follow:
S3 lipid droplet	S3 lipid droplet cell count max	SMILES
i	nt	N#Cc1ccc(N/N=C/c2ccccc2)c([N+](=O)[O-])c1
18%	1	CC(C)CC1=NC(C(F)(F)F)(C(F)(F)F)c2c(n(CC(C)C)c(=O)[nH]c2=O)N1
?	nt	c1ccc(-c2nc(CSc3n[nH]c(-c4cccs4)n3)cs2)cc1
?	nt	O=C(COc1ccccc1Cl)NCCCNC(=O)c1cccnc1
?	nt	O=C(Nc1ccccn1)NC1CCCCC1
-4%	-5	Cc1onc(-c2c(F)cccc2Cl)c1C(=O)Nc1sc2c(c1C#N)CCC(C(C)(C)C)C2 (stereo not given)
?	nt	CCOC(=O)C1(C)NC(c2ccc(N(C)C)cc2)C2C(=O)N(c3ccc(OC)cc3)C(=O)C21 (stereo not given)
i	-13	CNC(=O)C1CC(=O)N(c2ccc(OCC(=O)NCc3ccccc3)cc2)C1 (stereo not given)
?	nt	Cc1cccc(-c2c3c(=O)n(C)c(=O)n(C)c3cn2CC2CCCO2)c1 (stereo not given)
?	nt	O=C(O)CNS(=O)(=O)c1ccc2[nH]c(=O)c(=O)[nH]c2c1
?	nt	Oc1ccc(N2CCN(c3nnnn3-c3ccccc3)CC2)cc1
?	nt	Cc1cc(C(=O)Nc2ccc(Cl)cc2)on1
?	nt	CCOC(=O)c1c(C)n(O)c2ccc(Cl)cc2c1=O
-15%	4	COc1cccc(C2CC(=O)Nc3cc4c(cc32)CCC4)c1 (stereo not given)
?	nt	C=CCN1C(=O)CC(C(=O)NC)SC1=Nc1ccc(C(=O)OCC)cc1 (stereo not given)
?	nt	COc1ccc(S(=O)(=O)N(C)Cc2cccs2)cc1Br
3%	-5	Cc1ccc(S(=O)(=O)Oc2ccccc2/C=N/NC(=O)c2nn(C)cc2[N+](=O)[O-])cc1
i	17	COc1ccc(CC(=O)Nc2nc(-c3ccc(F)c(F)c3)cs2)cc1
-28%	5	CN(C)Cc1nc2ccccc2c(=O)n1CC(=O)Nc1cccc(S(=O)(=O)N2CCOCC2)c1
?	nt	Cc1nn2c(CN(C(=O)COc3ccccc3)c3ccccc3)nnc2c2ccccc12

Complete entries as entered above.
Cc1onc(-c2c(F)cccc2Cl)c1C(=O)Nc1sc2c(c1C#N)CCC(C(C)(C)C)C2 (stereo not given) as listed: S3 lipid droplet: -4%; S3 lipid droplet cell count max: -5
N#Cc1ccc(N/N=C/c2ccccc2)c([N+](=O)[O-])c1 as listed: S3 lipid droplet: i; S3 lipid droplet cell count max: nt
CCOC(=O)c1c(C)n(O)c2ccc(Cl)cc2c1=O as listed: S3 lipid droplet: ?; S3 lipid droplet cell count max: nt

(continued)
S3 lipid droplet	S3 lipid droplet cell count max	SMILES
i	nt	COc1ccc(N2C(=O)C3CCCN3C2c2cccc(C)c2)cc1Cl (stereo not given)
i	-23	O=C(COc1ccccc1Cl)Nc1ccccc1C(=O)Nc1cccc(C(=O)O)c1
14%	-6	O=C(CSc1nnnn1-c1ccccc1)N1CCc2ccccc2C1
?	nt	C=CCn1c(SCc2ccccc2C#N)nnc1-c1cc(Br)ccc1O
i	nt	O=C(Nc1ccccc1Sc1ccccc1)c1ccccc1
-1%	8	COc1ccc(S(=O)(=O)N(CC(=O)NCc2cccnc2)Cc2ccccc2)cc1
?	nt	COc1cc(CO)cc(Br)c1OCC(=O)Nc1cccc2ccccc12
?	nt	CCCn1c(N2CCN(CC(=O)c3c(C)n(C)c4ccccc34)CC2)nc2c1c(=O)[nH]c(=O)n2C
5%	10	CC(C)CC(O)(CC(C)C)C(=O)NNc1ccccc1
?	nt	CC(=NCc1ccncc1)C1=C(O)c2ccccc2C1=O
?	nt	CS(=O)(=O)Oc1ccc(/C=N/NC(=O)c2ccncc2)cc1
6%	12	COc1ccccc1N1CCN(C2CCN(C(=O)c3cccs3)CC2)CC1
-39%	3	COc1cccc(NC(=O)CSc2nc3ccccc3cc2Cc2ccccc2)c1
-8%	-34	CCOC(=O)C1CCN(C(=O)C(CCSC)NC(=O)c2ccccc2OC)CC1 (stereo not given)
-13%	-13	O=C(/C=C/NCC(=O)c1ccccc1)c1ccc(Br)cc1
8%	4	N#CC1=C(N)Oc2n[nH]c(-c3cccs3)c2C1c1ccccc1C(=O)O (stereo not given)
?	nt	O=C(N/N=C/c1ccc(OCc2ccccc2)cc1)c1cccs1
6%	-8	Fc1cccc(/C=N/Nc2ccc3ccccc3n2)c1
-7%	25	COc1c(Br)cc2c(C)c(C(=O)O)oc2c1Br
8%	1	Cc1nc2ccc(C(=O)OCc3ccccc3Br)cc2nc1C

Sorted by count of non-hydrogen atoms (lowest first): five of the compounds above
S3 lipid droplet	S3 lipid droplet cell count max	SMILES
6%	-8	Fc1cccc(/C=N/Nc2ccc3ccccc3n2)c1
-13%	-13	O=C(/C=C/NCC(=O)c1ccccc1)c1ccc(Br)cc1
?	nt	O=C(N/N=C/c1ccc(OCc2ccccc2)cc1)c1cccs1
8%	4	N#CC1=C(N)Oc2n[nH]c(-c3cccs3)c2C1c1ccccc1C(=O)O (stereo not given)
i	-23	O=C(COc1ccccc1Cl)Nc1ccccc1C(=O)Nc1cccc(C(=O)O)c1

Next section:
S3 lipid droplet	S3 lipid droplet cell count max	SMILES
-9%	-1	O=C(NCCCN1CCOCC1)c1ccccc1N1C(=O)[C@@H]2Cc3c([nH]c4ccccc34)C(c3cccc(Cl)c3)N2C1=O (stereo not given in full)
?	nt	Cc1n[nH]c(C)c1S(=O)(=O)N1CCCC(C(=O)Nc2ccc(Br)cc2)C1 (stereo not given)
?	nt	O=C(c1ccccc1Cc1ccccc1)N1CCN(S(=O)(=O)c2ccccc2Br)CC1
?	nt	CCOC(=O)C1=C(N)Oc2cc(O)ccc2C1c1ccc(C)cc1 (stereo not given)
?	nt	c1cc2c(cc1C1=Nn3c(nnc3C3CCCCC3)SC1)OCO2
?	nt	COc1cc2nc(NC(=O)c3ccc(Cl)cc3)sc(=O)c2cc1OC
?	nt	CC1=NN(C(N)=S)C(=O)C1N=Nc1cccc2ccccc12 (stereo not given)
?	nt	O=C(Nc1nnc(CC(c2ccccc2)c2ccccc2)s1)c1ccco1
?	nt	COC(=O)/C=C1/S/C(=N/NC(=O)c2ccc(OC)cc2)NC1=O
?	nt	O=C(Nc1ccc(Nc2ccccc2)cc1)c1c(F)c(F)c(F)c(F)c1F
?	nt	N#C/C(=C/c1ccc(N2CCCCC2)o1)C(=O)Nc1ccc(Cl)cc1
6%	-13	CCOc1ccc2[nH]c(=O)c(CN(Cc3cccs3)Cc3nnnn3C(C)(C)CC)cc2c1
-1%	-23	CCc1c(C)nc(SCc2ccccn2)[nH]c1=O
-10%	1	CC1(C)CC(O)C(C)(C)N1O (stereo not given)
i	22	COc1ccc(NC(=O)C2CCC(N3C(=O)C4C5C=CC(C5)C4C3=O)CC2)cc1 (stereo not given)
1%	7	CCCC(C1=C(O)CC(C)(C)CC1=O)C1C(=O)CC(C)(C)CC1=O (stereo not given)
?	nt	CCSc1nnc(NC(=O)c2cccc(S(=O)(=O)N(C)c3ccccc3)c2)s1
?	nt	O=C(Nc1ccc(CSc2ccccc2)cc1)c1ccc(CN2CCOCC2)cc1
i	1	COc1ccc(C(=O)N/C(=C\c2cn(C)c3ccccc23)C(=O)N2CCN(C)CC2)cc1OC
-15%	-14	Cc1ccc(-c2nn(C)c(=O)c3ccccc23)cc1CNC(=O)c1ccccc1

The results go on:
S3 lipid droplet	S3 lipid droplet cell count max	SMILES
5%	6	Cc1nc(-c2noc(-c3cccc(Cl)c3)n2)c(C(F)(F)F)o1
?	nt	CCN(Cc1cc2ccc(C)cc2[nH]c1=O)C(=O)c1cccnc1
17%	13	Cc1ccc(S(=O)(=O)N(C)C)cc1NC(=O)COC(=O)Cc1ccsc1
?	nt	CC(C)Oc1cccc(C(=O)NC(=S)Nc2ccc3c4c(cccc24)CC3)c1
17%	13	CN(C)C(=S)Nc1ccc([N+](=O)[O-])cc1
2%	nt	Cc1cccc(C(=O)NN2S(=O)(=O)c3ccccc3S2(=O)=O)c1
4%	14	Fc1cccc(/C=N/Nc2cc(N3CCOCC3)ncn2)c1
5%	-6	Cc1noc2ncnc(Sc3c(Cl)cccc3Cl)c12
?	nt	CCOC(=O)c1ccc(NC(=O)CC2C(=O)N(c3ccc(F)cc3)C(=O)N2CCCOC)cc1 (stereo not given)
i	nt	O=C(COc1ccc(C(=O)NCC2CCCO2)cc1)Nc1cccc(C(F)(F)F)c1 (stereo not given)
?	nt	O=C(NC1CC1)c1ccc(CN(c2ccccc2)S(=O)(=O)c2ccccc2)cc1
-1%	10	CCCCNC(=O)C1CCCN1C(=O)NC1CCCCC1 (stereo not given)
?	nt	CCOC(=O)c1c(NC(C)=O)sc2c(O)cccc12
?	nt	CN(C)C=Nc1c(C(=O)c2ccccc2)sc2nccc(N(C)C)c12
?	nt	CC1CCN(CCCCOc2ccc(C(=O)c3ccccc3)cc2)CC1
?	nt	O=[N+]([O-])c1ccc(-c2csc3[n+]2CCS3)cc1
i	5	CCc1cc2cc3c(cc2nc1SCC(=O)Nc1cc(C)on1)OCO3
1%	3	CC1(C)S[C@@H]2[C@H](NC(=O)C(NC(=O)N3CCNC3=O)c3ccccc3)C(=O)N2[C@H]1C(=O)O (stereo not given in full)
?	nt	O=C(O)CNC(=O)CC1S/C(=N/N=C/c2ccccc2O)NC1=O (stereo not given)
?	nt	CC(C)c1ccc(NC(=O)CSc2nc(=O)n(CCCN3CCOCC3)c3c2CCC3)cc1

Following part.
S3 lipid droplet	S3 lipid droplet cell count max	SMILES
-8%	5	Cc1ccc(N2C(=O)CC(C)CC2=O)cc1
6%	15	O=C(c1ccc(F)cc1)N1CCN(c2ccc([N+](=O)[O-])c(N3CCCCC3)c2)CC1
?	nt	CCOC(=O)c1nn(-c2ccccc2)c2nnc(Cc3ccccc3)c(=O)n12
?	nt	O=S(=O)(c1ccc(NC(=S)N/N=C/c2cccc(Oc3ccccc3)c2)cc1)N1CCOCC1
?	nt	CCOc1ccc(NC(=O)CN(C)C(=O)c2cc(S(=O)(=O)N3CCCCC3)ccc2Cl)cc1OCC
?	nt	COc1ccccc1Nc1ncnc2c1c(C)c(C)n2CCCN(C)C
?	nt	COc1ccc(N2CCN(Cc3cc(=O)oc4c3ccc3ccccc34)CC2)cc1
?	nt	COc1ccc(NC(=O)CC2C(=O)N(C)C(=S)N2Cc2ccncc2)cc1 (stereo not given)
?	nt	Cc1cccc(NC(=O)c2ccc(CN3CCN(Cc4ccccc4)CC3)cc2)c1
21%	0	c1ccc(Cn2nnnc2C(c2ccccc2)N2CCN(c3nc4ccccc4s3)CC2)cc1 (stereo not given)
?	nt	O=C1c2ccccc2C(=O)N1CCCCN(C(=O)c1ccc([N+](=O)[O-])cc1)c1ccc(Cl)cc1
?	nt	O=C(Cc1ccccc1)N1CCC(c2nc3ccccc3[nH]2)CC1
3%	nt	CCCCC(=O)Nc1cc(OCC)c(NC(=O)c2ccccc2[N+](=O)[O-])cc1OCC
-7%	-22	CN(C)CC(O)COc1cccc(OCC(O)CN(C)C)c1 (stereo not given)
?	nt	COc1ccccc1CN1C(=O)[C@@H]2C(CCC(N)=O)NC3(C(=O)Nc4c3ccc(Cl)c4C)[C@@H]2C1=O (stereo not given in full)
17%	15	O=C(CSc1ccc([N+](=O)[O-])cc1)NCC1CCCCC1
-4%	3	COc1ccc(C(=O)C2CCCN(C(=O)c3cccnc3SC)C2)c(C)c1 (stereo not given)
